CHRM4 PAM = CHRM4 positive allosteric modulation | P08173 | CHO-K1 hM4/Gqi5, Fluo-8 calcium fluorescence, ACh EC20; 0% = ACh EC20, 100% = maximal ACh | activation, % at 3 µM | 360,000 tested, 0.4% active;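 active means activation above its plate's cutoff, the mean activation of sample wells plus 3 SD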; further: some results filed as inactive read as strong as hits
Target sequence (P08173 whole entry, looked up): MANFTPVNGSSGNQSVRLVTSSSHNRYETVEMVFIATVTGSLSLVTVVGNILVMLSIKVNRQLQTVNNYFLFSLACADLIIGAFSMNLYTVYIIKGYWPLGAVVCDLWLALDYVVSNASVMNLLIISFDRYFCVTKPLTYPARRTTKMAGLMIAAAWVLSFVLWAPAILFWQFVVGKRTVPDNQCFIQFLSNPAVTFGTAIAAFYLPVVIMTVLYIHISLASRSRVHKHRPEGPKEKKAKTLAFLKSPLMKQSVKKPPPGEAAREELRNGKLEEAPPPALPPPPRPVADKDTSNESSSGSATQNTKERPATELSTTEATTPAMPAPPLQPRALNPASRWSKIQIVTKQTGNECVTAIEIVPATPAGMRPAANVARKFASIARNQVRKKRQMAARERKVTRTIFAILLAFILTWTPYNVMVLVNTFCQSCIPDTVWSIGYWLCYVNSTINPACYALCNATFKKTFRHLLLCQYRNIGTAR
CRFBP-R2 block = antagonists of CRF-binding protein/CRF-R2 receptor complex. HEK293 CRF-R2/CRF-BP, CRF-induced calcium fluorescence. inhibition, % at 11.8 µM. 350,000 tested, 0.59% active;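 active means inhibition of the ligand-induced calcium signal above about 50% at the single tested concentration, limit read from the data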
M5 ag = agonists of human muscarinic M5 receptor (CHRM5); P08912; CHO-K1 hM5 cells, Fluo-8 calcium fluorescence; 0% DMSO wells, 100% maximal acetylcholine response; activation, % at 3 µM; 360,000 tested, 0.19% active; AID 624037;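 active means activation above the run's mean over test compounds plus 3 SD, cut at about 23% in these data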;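 further: signal is peak over basal fluorescence ratio across the kinetic read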
Target sequence (P08912 whole entry, looked up): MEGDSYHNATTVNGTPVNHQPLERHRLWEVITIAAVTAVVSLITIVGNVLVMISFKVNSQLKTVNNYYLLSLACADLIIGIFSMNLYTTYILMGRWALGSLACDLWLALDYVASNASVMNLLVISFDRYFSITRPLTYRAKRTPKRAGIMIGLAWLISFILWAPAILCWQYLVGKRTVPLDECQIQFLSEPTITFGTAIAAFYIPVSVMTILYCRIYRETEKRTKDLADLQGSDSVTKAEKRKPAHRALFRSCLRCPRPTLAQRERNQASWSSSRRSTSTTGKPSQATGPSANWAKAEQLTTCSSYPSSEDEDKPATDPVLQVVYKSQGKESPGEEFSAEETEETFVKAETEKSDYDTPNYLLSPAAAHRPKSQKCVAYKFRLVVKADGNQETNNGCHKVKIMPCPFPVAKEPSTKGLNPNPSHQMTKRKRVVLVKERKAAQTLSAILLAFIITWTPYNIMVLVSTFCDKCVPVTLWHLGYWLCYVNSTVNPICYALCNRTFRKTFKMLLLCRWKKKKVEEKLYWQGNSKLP
CHRM4 antagonist = blocks acetylcholine activation of human M4 receptor; P08173; 360,000 tested, 0.73% active; CHO-hM4 cells, ACh EC80, Fluo-8 calcium fluorescence; inhibition, % at 3 µM;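 active means inhibition above its plate's cutoff, the mean inhibition of sample wells plus 3 SD, cut at about 27% in these data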;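 further: 0% = acetylcholine EC80 with DMSO and 100% = DMSO without agonist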
CRFR2-BP ag = agonists of human CRF-binding protein/CRF-R2 receptor complex; HEK293 CRF-R2/CRF-BP, calcium dye fluorescence (FLIPR); percent of saturating CRF peptide response; activation, % at 13.2 µM; 350,000 tested, 0.46% active;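 active means activation of at least 50%, plus an integration ratio under a set limit after plate pattern correction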;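 further: plate controls were neutral control wells without compound for no effect and CRF at EC100 for full effect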
M5 antag = blocks acetylcholine activation of human M5 receptor; P08912; CHO-hM5 cells, Fluo-8 calcium fluorescence, ACh EC80; inhibition, % at 3 µM; 360,000 tested, 0.59% active; AID 624040;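 active means inhibition above a per-plate cutoff, the mean of that plate's test compounds plus 3 SD, cut at about 27% in these data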;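 further: 0% = acetylcholine EC80 with DMSO and 100% = DMSO without agonist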
CHRM4 agonist = CHRM4 agonism in calcium assay | P08173 | CHO-K1 hM4/Gqi5, Fluo-8 calcium fluorescence; vehicle 0%, full acetylcholine response 100% | activation, % at 3 µM | 360,000 tested, 0.14% active;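 active means activation above the run mean over all test wells plus 3 SD, cut at about 32% in these data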;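 further: peak over basal fluorescence ratio per well then scaled between controls; 0% = DMSO wells and 100% = acetylcholine at EC100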
CHRM5 PAM = CHRM5 positive allosteric modulation; CHO-K1 hM5, Fluo-8 calcium, ACh EC20 PAM; 0% = ACh EC20, 100% = ACh EC100; activation, % at 3 µM; 360,000 tested, 0.3% active; AID 624038;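 active means activation above the run cutoff, the mean activation of all test compounds plus 3 SD, cut at about 18% in these data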
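system = human M5 receptor in CHO-K1 cells | reagent = EC20 acetylcholine as agonist stimulus | compound dosing = single-point, 3 µM nominal | incubation = Fluo-8 loading 80 min at 37 °C plus 30 min room temperature | detection = Fluo-8 calcium dye fluorescence, kinetic read | benchmarks = low control EC20 acetylcholine (0%), high control EC100 acetylcholine (100%)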
IDE inh = cellular human IDE inhibition; HEK cells, FAbetaB cleavage, fluorescence polarization; inhibition, % at 5.59 µM; 320,000 tested, 0.41% active; AID 434962;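 active means percent inhibition above the average of all tested compounds plus 3 SD, set per screening campaign, cut at about 16% in these data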;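 further: IDE supplied by intact live HEK cells; FP after avidin binding of uncleaved biotin substrate so inhibition keeps polarization high; 0% = DMSO wells and 100% = 60 µM reference IDE inhibitor Ii1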
An asterisk follows results filed as active; / = no result given. Rows were taken by chance; 2.9% or so of the library scored in one or more.

SMILES | CHRM4 PAM | CRFBP-R2 block | M5 ag | CHRM4 antagonist | CRFR2-BP ag | M5 antag | CHRM4 agonist | CHRM5 PAM | IDE inh
COc1ccc(CCC(=O)OCC(=O)Nc2c(C)n(C)n(-c3ccccc3)c2=O)cc1 | 9 | -8 | 0 | -9 | -0.5 | 5 | 1 | 6 | 2
c1ccc(-n2c(SCC3CCCCO3)nnc2-c2cccs2)cc1 (stereo unspecified) | -6 | 7 | 1 | 12 | -1.8 | 1 | 0 | 1 | -2
CCOC(=O)c1ccc(N=c2sc(C(=O)OC)cc(=O)n2-c2ccc(C(=O)OCC)cc2)cc1 | -11 | -29 | 0 | 6 | 4.4 | 0 | 1 | -4 | -1
CC(OC(=O)c1ccc2c(=O)n3c(nc2c1)CCC3)C(N)=O (stereo unspecified) | 4 | -5 | 1 | -5 | -4.0 | 4 | 1 | 6 | 1
O=C(CS(=O)CC(=O)N(CC(=O)NC1CCCC1)c1ccccc1F)Nc1ccc(F)cc1 (stereo unspecified) | -2 | 7 | -2 | -8 | 0.2 | 20 | 0 | -3 | 3
CC(=O)N1CCc2cc(S(=O)(=O)NCCC(=O)NCCc3ccc(Cl)cc3)ccc21 | -8 | -2 | 4 | -6 | -0.2 | 2 | 11 | -8 | -1
Cc1cc(C(=O)CN2CC(C)OC(C)C2)c(C)n1-c1ccccc1 (stereo unspecified) | -6 | 3 | 2 | 8 | -0.7 | 4 | 0 | -2 | 1
CCC(=O)N1CCC1(C)C(=O)Nc1ccc2c(c1)CCN2C(C)=O (stereo unspecified) | 1 | / | 1 | -3 | / | 1 | 1 | -4 | /
CCOC(=O)C1C(=O)NC(SCC(N)=O)=C(C#N)C1c1ccccc1OCC (stereo unspecified) | 4 | -5 | 6 | 4 | 3.8 | 4 | 7 | -8 | 37*
CC(=O)OC1CC2(C)C(CCC2(O)C(C)=O)C2CCC3C(Cl)C(=O)CCC3(C)C12 (stereo unspecified) | 7 | -12 | 1 | -4 | 3.6 | 14 | 2 | -1 | /
CCCNC(=O)CN(C)CC(=O)Nc1ccccc1C#N | 0 | -5 | 3 | 0 | 1.0 | 6 | 1 | 0 | -7
O=C(O/N=C1\CCCCC1c1ccc([N+](=O)[O-])cc1[N+](=O)[O-])c1c(F)cccc1F (stereo unspecified) | -8 | 13 | 0 | 9 | -0.1 | -2 | -1 | -2 | -1
COc1cc(NC(=O)CCN2CCN(Cc3ccccc3)CC2)cc(OC)c1 | -5 | -3 | -4 | 10 | -0.4 | -6 | 0 | 3 | 1
Cc1ccc(C2(C(F)(F)F)NC(=O)N3C(=C2C#N)Nc2ccccc23)cc1 (stereo unspecified) | 6 | -6 | 0 | 2 | 0.6 | -1 | 0 | 1 | -1
Nc1c(C(=O)O)cnn1-c1ccc([N+](=O)[O-])cc1 | -7 | 0 | 6 | -8 | 0.2 | -19 | 0 | 13 | -5
COc1ccc([C@@H]2C[C@H]3[C@@H](CN2S(=O)(=O)c2ccccc2)C(=O)C[C@@H](c2ccccc2F)N3S(=O)(=O)c2ccc(C)cc2)cc1 | 2 | 1 | 3 | -6 | 1.5 | -2 | 2 | -2 | /
O=C(CCCSc1nc2ccccc2[nH]1)NCc1ccccc1 | 4 | 9 | -2 | 6 | -1.1 | -3 | -1 | 1 | -3
CCN1CCN(c2ccc(S(=O)(=O)N3CCOCC3)cc2NC(=O)CC(NC(C)=O)c2ccccc2)CC1 (stereo unspecified) | 1 | 5 | 2 | -6 | 1.7 | 5 | 1 | 8 | /
CC(C)CN(C(=O)Cn1c(C(F)(F)F)nc2ccccc21)C1CCS(=O)(=O)C1 (stereo unspecified) | 6 | -10 | 1 | -10 | 0.6 | 1 | 0 | 2 | 5
Cc1cccc(Cn2c(Cc3ccccc3)nc3ccccc32)c1 | -13 | 23 | -7 | 13 | -3.0 | 3 | -1 | -8 | 6
COc1ccc(COc2cc(-c3cccc(OC)c3)nc3ccc(NC(C)=O)cc23)cc1 | 2 | -7 | -1 | 8 | 2.1 | 14 | 0 | 1 | -3
CCCCN(C(=O)COC(=O)COc1c(C)cc(C)cc1C)c1c(N)n(CCC)c(=O)[nH]c1=O | 4 | -19 | 7 | -7 | 7.0 | -5 | 2 | 2 | 2
CN(C)/C=C(\C#N)C(=O)N/N=C/c1ccc(Cl)cc1 | 0 | -6 | 3 | 0 | -1.1 | -11 | 2 | 2 | 0
CC1=C(C(=O)N(C)C)CC(CC(=O)NCc2cccc3ccccc23)C(=O)N1CCCN1CCCC1=O (stereo unspecified) | 2 | 6 | 0 | -3 | -0.5 | -6 | 0 | 3 | /
COC(=O)C1C(=O)C2=C(CC1C)NC(C)=C(C(=O)OC(C)C)C2c1ccc(C)o1 (stereo unspecified) | -3 | 20 | 1 | 6 | -2.0 | -3 | -1 | 2 | -4

New compounds follow:
SMILES | CHRM4 PAM | CRFBP-R2 block | M5 ag | CHRM4 antagonist | CRFR2-BP ag | M5 antag | CHRM4 agonist | CHRM5 PAM | IDE inh
Cc1ccnc(NS(=O)(=O)c2ccccc2)c1 | 4 | -5 | -1 | -8 | -0.8 | 11 | 2 | 8 | -3
Cc1ccc(S(=O)(=O)N2CC3(C)CN(S(=O)(=O)c4ccc(C)cc4)CC(C)(C2)C3=O)cc1 | 5 | -10 | -3 | -5 | -1.5 | -7 | 0 | 6 | 5
O=C(NCC1([N+](=O)[O-])CN(C(=O)c2ccccc2)CN(C(=O)c2ccccc2)C1)c1ccccc1 | 8 | 2 | 2 | -10 | 2.5 | -3 | 4 | 9 | 2
CC(=O)NCCc1nc2ccccc2n1Cc1ccc(C)cc1 | -1 | -8 | 1 | -5 | 1.2 | 2 | 0 | -3 | 2
CCOc1ncccc1C(=O)N1CCCSC1=Nc1ccccc1OC | -5 | -1 | 0 | 4 | 0.1 | -1 | 1 | 2 | 1
COCCOC(=O)C1=C(C)NC2=C(C(=O)CC(C)(C)C2)C1c1ccc2c(c1)OCO2 (stereo unspecified) | 7 | 9 | 3 | -10 | -0.8 | -7 | 1 | 5 | 0
CCOC(=O)CCCNC(=O)COC(=O)c1ccc(O)cc1 | 2 | 11 | -2 | -1 | 0.4 | -11 | 1 | 8 | 8
O=[N+]([O-])c1cc(-c2csc(NCCc3nc4cc(C(F)(F)F)ccc4n3CCCO)n2)ccc1Cl | -3 | -9 | 1 | 12 | -0.8 | 10 | 13 | -6 | -3
CCC(C)(C)n1nnnc1C(c1ccc2ncccc2c1)N1CCCCCC1 (stereo unspecified) | 2 | -6 | -9 | 4 | -0.9 | 1 | -1 | 4 | -4
CN(C)CCn1c2c(c(SCC(=O)Nc3cccc4ccccc34)nc1=O)CCCC2 | 1 | 0 | -4 | -14 | -0.1 | 4 | 2 | 5 | 3
COc1ccc(NC(=O)CN(C)C(=O)c2ccc(S(=O)(=O)N3CCOCC3)cc2)cc1 | 3 | -6 | 1 | -9 | 0.1 | -5 | 0 | 3 | /
Cc1cccc(C)c1NC(=O)COC(=O)COc1ccc2c(C)cc(=O)oc2c1 | 13 | -10 | 1 | -7 | 0.7 | -10 | 0 | 7 | 5
O=C(NC12CC3CC(CC(C3)C1)C2)c1ccc(S(=O)(=O)N2CCOCC2)cc1 | 14 | -9 | -3 | -12 | -1.5 | -1 | 0 | 2 | -7
O=C(N/N=C/c1cccnc1)c1cccc(S(=O)(=O)N2CCCC2)c1 | 1 | 5 | -4 | 2 | 2.8 | 2 | 1 | 6 | 10
COc1cccc(NC(=O)Nc2nnc(Cc3ccccc3F)s2)c1 | 5 | -8 | -1 | -6 | -1.8 | 11 | 2 | -1 | -3
CCCCOc1ccc(C(O)(CC)CCN2CCOCC2)cc1 (stereo unspecified) | -8 | -10 | -1 | 16 | -0.2 | 3 | 5 | -1 | 0
Cc1ccccc1CNC(=O)CCC(=O)N1Cc2ccccc2Oc2ncccc21 | -2 | -12 | 1 | -12 | 0.5 | 9 | 7 | -5 | 2
COc1ccc(-c2cc(-c3ccccc3)nc3ncnn23)cc1 | 3 | 25 | 0 | -10 | -1.8 | 2 | 3 | -8 | 0
CCn1c(C(=O)O)c(CC(=O)Nc2ccc(Br)cc2C)c2ccccc21 | -12 | 29 | 0 | 8 | -2.9 | 19 | 19 | -13 | 4
C=C(C)C(=O)N1CCN(C(=O)C(=C)C)c2ccccc21 | 12 | 13 | 1 | -28 | -3.1 | 3 | 1 | -4 | /
Cc1ccc(-c2nc(CS(=O)(=O)CC(=O)NCCCN3CCOCC3)c(C)o2)cc1 | -5 | 0 | -3 | -2 | -1.1 | 5 | 2 | 3 | -2
CC(=O)N1N=C(c2ccc(C)cc2)CC1c1ccc2c(c1)OCO2 (stereo unspecified) | -7 | -6 | 1 | -15 | 0.3 | 7 | 8 | -9 | 5
O=S(=O)(NCC(c1ccco1)N1CCN(c2ccc(F)cc2)CC1)c1ccc(F)cc1 (stereo unspecified) | 4 | -8 | -2 | -2 | 0.5 | -6 | 0 | -4 | -8
Cc1ccc(-n2c(C)cc(/C=C3\NC(=O)NC3=O)c2C)c(C)c1 | -24 | -53 | -6 | 35* | -1.7 | -1 | -1 | 0 | 6
O=C(COC(=O)CNC(=O)c1ccc(Cl)c([N+](=O)[O-])c1)NC(=O)CN1CCCC1=O | 4 | 6 | 3 | -3 | -1.1 | 4 | 1 | 0 | 2

The closing 3 entries of the part before lead into the next.
SMILES | CHRM4 PAM | CRFBP-R2 block | M5 ag | CHRM4 antagonist | CRFR2-BP ag | M5 antag | CHRM4 agonist | CHRM5 PAM | IDE inh
O=S(=O)(NCC(c1ccco1)N1CCN(c2ccc(F)cc2)CC1)c1ccc(F)cc1 (stereo unspecified) | 4 | -8 | -2 | -2 | 0.5 | -6 | 0 | -4 | -8
Cc1ccc(-n2c(C)cc(/C=C3\NC(=O)NC3=O)c2C)c(C)c1 | -24 | -53 | -6 | 35* | -1.7 | -1 | -1 | 0 | 6
O=C(COC(=O)CNC(=O)c1ccc(Cl)c([N+](=O)[O-])c1)NC(=O)CN1CCCC1=O | 4 | 6 | 3 | -3 | -1.1 | 4 | 1 | 0 | 2
CC1=C(C(=O)N(C)C)CC(CC(=O)NC(c2ccccc2)c2ccccc2)C(=O)N1CCCN1CCCC1=O (stereo unspecified) | -4 | 0 | 0 | -7 | -0.6 | 12 | 1 | -7 | /
CCOc1ccc(-c2ccc(SCC(=O)Nc3nnc(CC)s3)nn2)cc1 | 6 | -4 | -1 | -4 | -1.4 | 9 | 4 | 5 | -6
COc1ccc(S(=O)(=O)N(CC(=O)NCC2CCCO2)c2ccc(Cl)cc2)cc1 (stereo unspecified) | 1 | -10 | 0 | -18 | -0.5 | 4 | 2 | 0 | 7
COC(=O)C(Cc1ccc(O)cc1)N1Cc2ccccc2C1=O (stereo unspecified) | -7 | 0 | -1 | -2 | -2.2 | 10 | 1 | -6 | -7
CCN1CCCC1CNC(=O)CSc1cc(=O)n(CC)c2ccccc12 (stereo unspecified) | 1 | -1 | -6 | -1 | 1.3 | -6 | 1 | 1 | 7
CCOC(=O)c1ccc(CN2C(=O)c3ccccc3S2(=O)=O)cc1 | 3 | -9 | -4 | -12 | -0.7 | -13 | 2 | 1 | 0
Cc1cc(Cl)ccc1NC(=O)COC(=O)c1cc([N+](=O)[O-])ccc1N1CCOCC1 | 1 | -16 | -5 | -4 | -1.3 | 4 | 3 | 0 | 1
Cc1cc(NC(=O)c2ccc([N+](=O)[O-])cc2)no1 | -4 | -1 | 2 | 8 | -1.8 | -4 | 1 | 0 | /

Source: PubChem BioAssay (several laboratories)
